# From PubChem BioAssay
# FID counter – fluorescent intercalator displacement, NS3 helicase counter-screen | DNA fluorescent intercalator displacement, fluorescence | AID 1845 | 0.17% of 290,000 active | inhibition, % at 7.9 µM; in the data active = inhibition above about 37%;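 note: 0% = vehicle and 100% = reference compound; higher means more ethidium bromide displaced from hairpin DNA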
# MEKK2 WT-MEK5 – raises or lowers MEK5 binding to wildtype human MEKK2 PB1 domain; Q9Y2U5; bead flow cytometry, Alexa488-MEK5 binding to MEKK2 WT; actives lie on both sides; binding response (% of control), % at 10 µM; 1.1% of 290,000 active; AID 1531; in the data active = binding response below about 67% or above about 130%
# SUMO HTRF inh – inhibitors of human SUMOylation (UBC9). P63279. HTRF SUMOylation assay, SAE1/SAE2 + UBC9, in vitro. inhibition, % at 35 µM. 0.36% of 290,000 active. AID 2006; in the data active = inhibition above about 50%, passing the limit was not always enough; note: strong numbers were not always called active
# Target sequence (P63279 whole entry, looked up): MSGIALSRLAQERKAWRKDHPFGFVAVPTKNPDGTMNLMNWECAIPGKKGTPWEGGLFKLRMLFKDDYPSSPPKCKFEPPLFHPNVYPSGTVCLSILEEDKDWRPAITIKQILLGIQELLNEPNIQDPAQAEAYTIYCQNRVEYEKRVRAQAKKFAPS
# IMP-1 inhibitor – inhibitors of Pseudomonas aeruginosa IMP-1 metallo-beta-lactamase; purified IMP-1, nitrocefin hydrolysis, epi-absorbance fluorescence; inhibition, % at 5.6 µM; 0.45% of 290,000 active;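 active = inhibition above the mean plus 3 SD of all compounds in the same screening run, cut at about 4.5% in these data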;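 note: 0% = IMP-1 with DMSO and 100% = DMSO wells lacking enzyme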
#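 System: purified IMP-1; amount: IMP-1 0.2 nM before substrate addition; compound: single dose, 5.6 µM; times: 25 °C, 15 min preincubation, 25 min reaction; signal: Epi-absorbance via hydrolysed-nitrocefin quenching of white-plate fluorescence, 480/530 nm, EDTA stop; benchmarks: DMSO with and without IMP-1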
# MEKK2 mut-MEK5 – signal of MEK5 binding to mutant human MEKK2 PB1 domain; bead flow cytometry, Alexa488-MEK5 binding to MEKK2 mutant; percent response, % at 10 µM; 0.35% of 290,000 active; in the data active = percent response above about 24%, passing the limit was not always enough; note: inactives centre near 1; some results filed as inactive read as strong as hits
# HCV NS3 hel inh – inhibitors of Hepatitis C virus NS3 helicase | NS3 helicase DNA unwinding, Cy5 molecular beacon fluorescence | inhibition, % at 10.9 µM | 0.56% of 290,000 active;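 active = inhibition above the mean of all tested compounds plus 3 SD, set per campaign, cut at about 35% in these data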;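 note: 0% = DMSO wells and 100% = thioflavine S control wells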
#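 Test system: hepatitis C virus NS3 helicase domain fragment enzyme. Also added: annealed dual-labelled DNA beacon duplex, ATP-started. Timing: 60 min unwinding reaction at 25 °C after ATP addition. Technique: Cy5 fluorescence. Measure: % inhibition of unwinding.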
# PfM18AAP inh – blocks P. falciparum M18 aspartyl aminopeptidase. recombinant PfM18AAP, H-Glu-NHMec fluorogenic cleavage. inhibition, % at 7.35 µM. 1.2% of 290,000 active;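 active = inhibition above the campaign mean inhibition over all tested compounds plus 3 SD, cut at about 28% in these data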;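 note: 0% = plate median of test compound wells and 100% = 2 mM ZnCl2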
# NALP1 yeast inh – inhibitors of NALP1 inflammasome in yeast | 0.61% of 280,000 active | S. cerevisiae NALP1/ASC/caspase-1 growth, X-gal OD620, 72 h | inhibition, % at 10 µM; in the data active = inhibition mostly above about 24%, no sharp cut-off; inactive = mostly below about 32%; note: some compounds called inactive have numbers as strong as hits
# VIM-2 inh – blocks Pseudomonas aeruginosa VIM-2 metallo-beta-lactamase | 0.89% of 290,000 active | inhibition, % at 5.6 µM | purified VIM-2, nitrocefin hydrolysis, epi-absorbance fluorescence;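 active = inhibition above the mean of all tested compounds plus 3 SD, cutoff set per screening run, cut at about 7.5% in these data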;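 note: red hydrolysis product quenches plate fluorescence so inhibitors raise well fluorescence; 0% = enzyme with DMSO and 100% = DMSO without enzyme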
# Starred values were filed as active, the others as inactive; nt = no result given; [ ] = another dose, or the depositor's remark.
SMILES,FID counter,MEKK2 WT-MEK5,SUMO HTRF inh,IMP-1 inhibitor,MEKK2 mut-MEK5,HCV NS3 hel inh,PfM18AAP inh,NALP1 yeast inh,VIM-2 inh
CC(=O)N1CCC(=NNC(=O)c2cc3ccccc3cc2O)CC1,-16.4,100.0,4.0,-0.1,-3.0,8.1,6.5,8.9,-1.1
O=C(Nc1nc(-c2ccc(F)c(F)c2)cs1)Nc1ccc(F)cc1F,0.2,104.0,19.6,-1.7,1.0,-18.1,-3.8,18.2,-3.3
O=C(NN1CCOCC1)c1ccccc1,-8.8,103.0,-4.8,-1.8,6.0,30.3,0.6,-8.3,-3.7
COCc1cc(C)nc(N2CCCCC2)c1C#N,-1.2,101.0,-6.9,-5.4,7.0,2.8,-2.1,7.0,-0.2
Cc1nc(Nc2ccccc2F)c2nnn(Cc3ccccc3Cl)c2n1,-7.6,106.0,9.1,-0.3,1.0,0.8,4.6,-20.8,-0.2
Cc1ccc(C(C)NC(=O)c2ccc3c(c2)OCCO3)cc1C (stereo not drawn),-23.8,96.0,14.4,-4.9,3.0,-3.2,-1.3,-7.2,-0.2
Cc1cc(C)cc(NC(=S)NCC2CCN(C(C)c3ccccc3)C2)c1 (stereo not drawn),23.9,130.0,-1.4,-3.2,22.0,-21.5,-1.7,-3.2,0.2
CCn1c(CC(=O)Nc2ccc(Cl)c(Cl)c2)nnc1SCc1ccc(Cl)cc1,-0.3,14.0*[inhibitor],9.5,-1.3,2.0,-5.5,-10.1,-103.2,-0.7
N#Cc1c(C#N)c(O)c2ccccc2c1O,2.1,100.0,12.9,-7.3,4.0,2.6,7.5,9.4,-1.7
CCc1nc(SCC(=O)Nc2ccccc2Cl)n[nH]1,-7.8,92.0,11.8,-0.7,-6.0,-1.5,-15.1,31.2,1.7
COc1cc(Cl)ccc1OCc1cc(C(=O)N2CCC(N(C)C)C2)no1 (stereo not drawn),8.5,100.0,5.7,-2.7,5.0,-4.7,3.7,12.6,1.4
Cc1ccc2c(c1)C1CN(C)CCC1N2C(=S)Nc1ccc(Cl)cc1Cl (stereo not drawn),0.9,103.0,6.5,-2.7,-2.0,-10.7,-1.7,19.6,-2.0
COc1ccccc1NC(=O)Cn1cnc2c1c(=O)n(C)c(=O)n2C,0.8,111.0,12.4,-1.6,9.0,0.2,0.1,-17.8,-3.0
Cc1cc(=O)[nH]c(SCc2ccccc2)n1,-4.4,102.0,14.4,-0.6,2.0,-6.5,-16.8,14.2,0.4
C#CCn1cnc2c(cnn2-c2ccc(C)c(C)c2)c1=O,-9.4,97.0,3.5,-0.7,-2.0,-1.4,9.9,5.8,1.0
COc1cc(NC(=S)NCCN2CCOCC2)cc(OC)c1,1.3,105.0,-7.6,-1.3,4.0,18.2,0.4,21.4,-3.5
COc1ccc(S(=O)(=O)NCCCCCC(=O)O)cc1C(=O)O,-2.5,79.0,2.4,-0.5,-8.0,-1.1,3.6,12.0,0.3
CCOC(=O)c1c(-c2ccc(OC)cc2)oc2ccc(OCC(N)=O)cc12,-28.4,100.0,8.6,-1.6,0.0,-7.3,1.3,15.5,0.7
CN1CCCCC1=NCCCn1cnc2c1c(=O)n(C)c(=O)n2C,6.5,102.0,0.4,-2.0,4.0,-0.4,4.9,-10.6,-0.6
Nc1nc(-c2ccc3c(c2)OCCO3)cs1,3.4,100.0,22.4,-1.8,4.0,-1.1,2.0,-25.3,-2.8

# Records listed so far shown as hits in MEKK2 WT-MEK5:
SMILES | MEKK2 WT-MEK5 | SUMO HTRF inh | IMP-1 inhibitor | MEKK2 mut-MEK5 | HCV NS3 hel inh | PfM18AAP inh | NALP1 yeast inh | VIM-2 inh
CCn1c(CC(=O)Nc2ccc(Cl)c(Cl)c2)nnc1SCc1ccc(Cl)cc1 | 14.0*[inhibitor] | 9.5 | -1.3 | 2.0 | -5.5 | -10.1 | -103.2 | -0.7

# An excerpt from above in order of their number in HCV NS3 hel inh, falling.
Molecule,HCV NS3 hel inh
Nc1nc(-c2ccc3c(c2)OCCO3)cs1,-1.1
Cc1ccc(C(C)NC(=O)c2ccc3c(c2)OCCO3)cc1C (stereo not drawn),-3.2
CCn1c(CC(=O)Nc2ccc(Cl)c(Cl)c2)nnc1SCc1ccc(Cl)cc1,-5.5

# Next structures follow:
SMILES,FID counter,MEKK2 WT-MEK5,SUMO HTRF inh,IMP-1 inhibitor,MEKK2 mut-MEK5,HCV NS3 hel inh,PfM18AAP inh,NALP1 yeast inh,VIM-2 inh
Cn1nnnc1SCC(=O)Nc1ccc(Oc2ccccc2)cc1,-9.1,100.0,3.1,-0.8,-2.0,11.5,8.8,16.2,0.2
Cc1ccc2occ(/C=N/NC(N)=S)c(=O)c2c1,-0.4,116.0,14.0,-1.5,18.0,12.6,10.6,-7.4,-3.9
O=C(Nc1ccccc1)N1CCn2c(nc3ccccc32)C1,-2.0,95.0,11.0,-0.7,4.0,8.8,-4.7,-11.6,-1.4
CCOCCOC(=O)C1=C(C)N(C)C(=O)NC1c1cc(Cl)c(O)c(OCC)c1 (stereo not drawn),-21.2,97.0,2.5,-0.7,-2.0,14.6,6.2,1.5,-0.7
COC(=O)CCN(C(=O)c1ccc(C)c([N+](=O)[O-])c1)c1ccccn1,0.6,87.0,2.2,-0.4,-12.0,-14.8,-1.3,4.6,-1.3
CCOC(=O)Cn1c(CN2CCN(C(c3ccccc3)c3ccccc3)CC2)nc2c1c(=O)n(C)c(=O)n2C,-37.3,97.0,4.9,-4.7,2.0,-9.9,-10.3,30.3,-3.4
CCOC(=O)c1c(NC(=O)Cn2cnc([N+](=O)[O-])n2)sc2c1CCC(C)C2 (stereo not drawn),5.3,102.0,-33.4,-1.9,0.0,-2.0,-0.5,3.9,-4.4
CCOC(=O)c1c(C)oc2c1c(C(c1cccnc1)N1CCOCC1)c(O)c1ccccc12 (stereo not drawn),-2.3,103.0,15.9,-0.5,9.0,-10.3,-5.7,9.6,2.3
COc1ccc(CCNc2oc(-c3ccc(OC)c(OC)c3)nc2C#N)cc1,-13.6,103.0,11.5,-5.0,6.0,-0.7,-24.9,7.7,-1.4
CCOC(=O)Cn1nc(C)c(NC(=O)COc2ccc([N+](=O)[O-])cc2)c1C,-4.2,88.0,6.5,-0.5,-9.0,4.2,-9.8,8.2,0.4
CS(=O)(=O)N(CC(=O)N/N=C/c1ccccc1C(=O)O)c1cccc(Cl)c1Cl,-37.0,96.0,-13.2,-4.9,-8.0,2.8,5.1,-10.7,-2.0
O=C1c2ccccc2C(=O)N1CN(C(=O)c1ccccc1[N+](=O)[O-])c1ccc(F)cc1,-1.8,99.0,3.6,-1.3,0.0,4.0,-3.3,20.4,-2.3
Cc1csc(NC(=O)c2cccc(Cn3nc(C)c(Br)c3C)c2)n1,-11.5,96.0,7.0,-4.9,-5.0,-13.3,-5.4,0.0,-1.9
Cc1coc(C)c1C(=O)CC1(O)C(=O)N(C)c2ccc(Cl)cc21 (stereo not drawn),-11.7,104.0,5.0,-0.4,-2.0,8.0,2.5,6.8,-1.6
Cc1ccc(N=c2c([N+](=O)[O-])nn(-c3ccc4c(c3)OCCO4)n2O)c(Cl)c1,-6.0,91.0,12.8,-1.6,-15.0,13.3,-2.5,-4.8,-1.1
CN1C(=O)c2ccccc2C(C(=O)O)C1c1cccc(Cl)c1 (stereo not drawn),-3.9,100.0,5.1,-0.8,-2.0,-20.3,0.9,28.3,-0.9
O=C(CN1C(=O)C2CCCCN2C(=O)c2ccccc21)N1CCCc2ccccc21 (stereo not drawn),-17.9,102.0,21.5,-2.5,0.0,4.6,-3.0,-10.7,-1.8
c1ccc(N=P(N2CCOCC2)(N2CCOCC2)N2CCOCC2)cc1,-4.2,93.0,13.4,-2.5,0.0,0.0,1.4,1.6,-1.8
COc1ccc(NC(=S)N(CCN(C)C)C(C)c2ccco2)cc1 (stereo not drawn),2.0,107.0,12.3,-3.3,0.0,-4.3,1.7,18.6,-1.0
Cc1ccc(C(=O)N2CCN(C3CCCCC3)CC2)s1,-3.4,103.0,-3.0,-3.0,3.0,-1.0,-0.4,-1.8,-2.3
Cn1c(=O)c2c(nc(CN3CCN(c4ccccc4)CC3)n2CCN2CCOCC2)n(C)c1=O,nt,97.0,-8.0,nt,-2.0,nt,nt,12.7,nt
CC(=O)N1c2ccc(S(=O)(=O)NCC3CCC(C(=O)NCc4ccc(C)cc4)CC3)cc2CC1C (stereo not drawn),-63.4,99.0,-1.2,-1.5,0.0,-1.3,-7.0,-4.4,-0.1
Cc1cccc(NC(=O)c2cc3c(n(-c4ccccc4)c2=O)CCCC3=O)n1,0.7,100.0,-5.4,-1.3,8.0,-4.7,6.6,14.8,-1.2
Cc1cc([N+](=O)[O-])cc2c1NC(=O)C2(O)N1CCCC(C)C1 (stereo not drawn),-4.5,106.0,5.5,-3.6,8.0,4.2,-3.6,3.6,-0.7
COC(=O)CSc1nnc(CNC(=O)c2cccc(C)c2)n1-c1ccccc1OC,-19.4,nt,3.0,-1.4,nt,-1.4,-1.2,16.9,-2.2
Cc1ccc(/C=C2/NC(=O)N(c3ccccc3)C2=O)o1,4.4,96.0,16.7,-1.6,3.0,21.5,8.5,-0.1,-0.3
COCC(C)NC(=O)c1cc2cc(OC)ccc2[nH]1 (stereo not drawn),-5.3,95.0,16.0,-2.0,-4.0,30.5,7.5,1.1,-0.8
Cc1cc(C)c(NC(N)=S)c(C)c1,-1.6,102.0,-8.0,-1.7,2.0,20.0,10.3,-6.0,-2.8
CCCCCN(C(=O)CCC(=O)OCC(=O)N1CCCCC1C)c1c(N)n(CCCC)c(=O)[nH]c1=O (stereo not drawn),-41.6,107.0,22.3,-0.1,4.0,-0.8,-4.9,5.7,-0.4
COc1cccc(CNC(=O)N2CCN(S(=O)(=O)c3ccc(C)cc3)CC2)c1,-35.3,93.0,1.4,-1.7,-5.0,-4.8,1.5,14.3,-1.5
COc1ccc(OC)c(N(CC(=O)N2CCCC2)S(=O)(=O)c2ccc(C)cc2)c1,-34.9,98.0,1.9,-4.8,-3.0,2.8,-0.7,-2.9,-0.9
Cc1cc(C)c(OCCCCNCc2ccccc2)c(Cl)c1,22.0,121.0,-25.3,-3.4,13.0,-62.1,5.5,13.9,-1.6
COc1cc(NC2CCCCC2O)c2nc(-c3ccc(Cl)cc3)ccc2c1 (stereo not drawn),-18.2,89.0,31.0,-2.0,-6.0,19.7,14.8,6.5,-0.5
CC1(C(=O)NCc2ccc(Cl)c(Cl)c2)Oc2cccnc2NC1=O (stereo not drawn),-4.6,101.0,10.8,-4.6,-3.0,0.9,4.6,3.8,-1.5
O=C(C(=O)N1CCN(c2ccccc2)CC1)c1c[nH]c2ccccc12,-21.9,95.0,6.5,0.4,-3.0,-10.8,10.6,-17.2,1.0
O=C(CSc1nnc(COc2cccc3cccnc23)o1)N1CCc2ccccc21,0.2,103.0,-0.5,-0.2,4.0,-3.2,0.9,1.6,-1.6
Cc1cc(O)ccc1NC(=S)NC(=O)c1cncc(Br)c1,-7.8,98.0,-11.6,-2.2,2.0,7.8,13.8,6.1,-1.6
COCCN(Cc1cc2cc(C)ccc2nc1Cl)C(=O)Nc1ccccc1C,2.1,105.0,-0.8,3.5,6.0,1.3,1.6,4.4,1.0
